Bioassay records from PubChem.
GPR7 antag = GPR7 receptor antagonists, primary screen, cell-based, fluorescence, single concentration; GPR7-expressing cells, fluorescence antagonist assay; inhibition, % at 4.4 µM; 1.1% of 290,000 active; in the data active means inhibition above about 16%, passing the limit was not always enough;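 further: cells stimulated with the agonist NPW; 0% = agonist with vehicle and 100% = vehicle without agonist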
Target sequence (P48145 whole entry, looked up): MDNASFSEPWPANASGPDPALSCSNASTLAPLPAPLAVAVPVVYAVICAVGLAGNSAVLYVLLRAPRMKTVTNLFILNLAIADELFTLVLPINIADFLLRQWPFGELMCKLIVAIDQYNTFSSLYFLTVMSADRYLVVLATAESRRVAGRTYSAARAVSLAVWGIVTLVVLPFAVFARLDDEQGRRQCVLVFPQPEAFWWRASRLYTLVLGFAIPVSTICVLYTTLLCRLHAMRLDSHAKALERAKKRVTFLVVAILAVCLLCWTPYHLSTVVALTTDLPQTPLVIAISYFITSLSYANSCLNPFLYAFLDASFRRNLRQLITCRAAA
TAAR1 antag = human TAAR1 antagonists, primary screen, Fluo-8 calcium fluorescence, CHO RD-HGA16 cells | 1.5% of 360,000 active | AID 624466, 2012 | antagonist | inhibition, % at 3 µM;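 active means inhibition above a per-plate cutoff, the mean inhibition of test compounds on that plate plus 3 SD, cut at about 49% in these data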;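 further: 0% = DMSO plus EC80 beta-PEA response and 100% = DMSO alone without agonist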
Target sequence (Q96RJ0 whole entry, looked up): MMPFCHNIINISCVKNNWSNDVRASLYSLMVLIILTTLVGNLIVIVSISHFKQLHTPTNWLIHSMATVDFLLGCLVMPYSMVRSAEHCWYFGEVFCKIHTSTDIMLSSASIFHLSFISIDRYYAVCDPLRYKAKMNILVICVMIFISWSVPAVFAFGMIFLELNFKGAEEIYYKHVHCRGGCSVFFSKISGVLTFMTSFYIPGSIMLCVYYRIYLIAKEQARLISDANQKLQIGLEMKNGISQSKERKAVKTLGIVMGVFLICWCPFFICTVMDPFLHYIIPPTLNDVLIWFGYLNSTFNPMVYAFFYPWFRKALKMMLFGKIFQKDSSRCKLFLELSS
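Test system: CHO RD-HGA16 cells bearing hTAAR1 | Reagent: β-PEA, EC80 | Compound dosing: 3 µM, single point | Schedule: Dye loading 75 min at 37 °C, then 30 min room temperature | Signal: Calcium fluorescence with Fluo-8 | Evaluation: Percent inhibition of PEA-evoked calcium signal, max/basal emission ratio | Control set: DMSO-only wells and EC80 β-PEA-stimulated wells | Repeats: Singlicate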
V1R ag counter = agonists of human V1a receptor, primary screen, counter-screen for OXTR agonist project, fluorescence, CHO-V1R cells; Fluo-8 calcium fluorescence, agonist mode; 0% DMSO, 100% 3 nM vasopressin; activation, % at 3 µM; 0.25% of 320,000 active;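 active means activation above the mean activation of all tested compounds plus 3 SD, per screening run, cut at about 20% in these data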;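 further: signal is peak over basal fluorescence ratio across a 100 second FLIPR read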
Target sequence (P37288 whole entry, looked up): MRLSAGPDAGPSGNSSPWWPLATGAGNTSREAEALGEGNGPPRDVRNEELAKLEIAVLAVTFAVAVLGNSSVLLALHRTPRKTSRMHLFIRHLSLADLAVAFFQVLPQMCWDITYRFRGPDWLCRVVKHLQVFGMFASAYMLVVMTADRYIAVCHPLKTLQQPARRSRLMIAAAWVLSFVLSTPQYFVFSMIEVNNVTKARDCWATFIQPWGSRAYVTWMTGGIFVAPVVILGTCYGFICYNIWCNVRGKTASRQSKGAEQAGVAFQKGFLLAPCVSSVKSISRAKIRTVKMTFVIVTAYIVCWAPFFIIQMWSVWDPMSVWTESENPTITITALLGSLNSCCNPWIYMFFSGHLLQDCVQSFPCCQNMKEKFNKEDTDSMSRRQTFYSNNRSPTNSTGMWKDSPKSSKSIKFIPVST
OXTR potentiate = human OXTR potentiators, primary screen, fluorescence, CHO-OTR cells, Fluo-8 calcium; Oxytocin receptor (Homo sapiens), P30559; 0.061% of 320,000 active; activation, % at 3 µM; Fluo-8 calcium fluorescence, potentiator mode; 0% = oxytocin EC15, 100% = EC100;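 active means activation above that plate's cutoff, the mean activation of tested compounds plus 3 SD, cut at about 6.6% in these data, passing the limit was not always enough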;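 further: 100% uses oxytocin at 75 nM as the full agonist control; some results filed as inactive read as strong as hits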
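test system = CHO-OTR cells, human receptor | compound = single-point 3.0 µM | schedule = 6 min compound pre-incubation at room temperature, 100 s kinetic read | signal = Fluo-8 no-wash calcium dye fluorescence, excitation 470-495 nm, emission 515-575 nm | repeats = single well per compound, singlicate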
M1 ag parental = counter-screen for M1 agonists: effect in parental CHO-K1 cells | AID 602248, 2012 | activation, % at 3 µM | 0.48% of 360,000 active | Fluo-8 calcium fluorescence; scaled to maximal ATP response, vehicle zero; in the data active means activation above about 15%;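 further: untransfected CHO-K1 host cells lacking M1 receptor as counterscreen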
CHO-K1 Ca antag = M1 antagonist counterscreen hit in parental CHO-K1 cells | ATP-induced calcium, Fluo-8 fluorescence | inhibition, % at 3 µM | 0.6% of 360,000 active;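 active means inhibition above a per-plate cutoff, the plate's mean sample inhibition plus 3 SD, cut at about 24% in these data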;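 further: 0% = DMSO plus EC80 ATP and 100% = DMSO alone without ATP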
M1 PAM parental = nonselective calcium activators in parental CHO-K1 cells, primary screen, counter-screen for M1 PAM project, cell-based, Fluo-8 calcium fluorescence, full deck, 1536-well. AID 602247, 2012. activation, % at 3 µM. ATP EC20; 0% at ATP EC20, 100% at ATP max. 0.02% of 360,000 active;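 active means activation above the run cutoff, the mean activation of all test compounds plus 3 SD, cut at about 40% in these data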;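 further: peak over basal fluorescence ratio in a 140 s read after ATP addition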
CHO parental Ca = ATP-evoked calcium signal inhibitors, parental CHO, primary screen, counter-screen for OX1R antagonist project, cell-based, fluorescence, Fluo-8 calcium dye. parental CHO-K1, ATP-induced calcium, Fluo-8 fluorescence. inhibition, % at 5.6 µM. 0.63% of 330,000 active. AID 463079, 2010;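 active means inhibition above that plate's mean sample inhibition plus 3 SD, cut at about 26% in these data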;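 further: 0% = ATP-challenged DMSO wells and 100% = DMSO wells without ATP; some compounds past the cut are filed as inactive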
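material = parental CHO cells | also added = ATP as calcium-mobilizing challenge | dosing = single point at 5.6 µM | detection = intracellular calcium via Fluo-8 no-wash fluorescent dye | read-out = % inhibition | benchmarks = low control ATP plus DMSO, high control DMSO only | repeats = one well per compound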
OXTR agonist = human OXTR agonists, primary screen, fluorescence, CHO-OTR cells, Fluo-8 calcium | Fluo-8 calcium fluorescence; normalized: DMSO 0%, oxytocin 100% | activation, % at 3 µM | 0.32% of 320,000 active;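 active means activation above the mean of all tested compounds plus 3 SD, cutoff set per screening run, cut at about 20% in these data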;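 further: peak over basal fluorescence ratio from a 100 s FLIPR kinetic read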
The depositor's hits bear a star.

For Cn1c(=O)c2[nH]c(SCC(=O)c3ccc(F)cc3)nc2n(C)c1=O the results were GPR7 antag -11, TAAR1 antag 12, V1R ag counter 0.2, OXTR potentiate -3, M1 ag parental -0.2, CHO-K1 Ca antag 21, M1 PAM parental -28, CHO parental Ca 0 and OXTR agonist 0.0.
For NC(=O)NOCc1ccccc1 the results were GPR7 antag 3, TAAR1 antag -8, V1R ag counter 1.0, OXTR potentiate -8, M1 ag parental 1.0, CHO-K1 Ca antag -8, M1 PAM parental 12, CHO parental Ca 11 and OXTR agonist 0.3.
`COc1ccc(CCNC(=O)CN2C(=O)NC3(CCc4ccccc43)C2=O)cc1` (stereo not drawn) gave TAAR1 antag 4, V1R ag counter 0.8, OXTR potentiate -1, M1 ag parental 0.9, CHO-K1 Ca antag -24, M1 PAM parental 4, CHO parental Ca -6 and OXTR agonist 0.0.
`CC(=O)Nc1ccc(S(=O)(=O)Oc2ccc(C=O)cc2)cc1` gave GPR7 antag 2, TAAR1 antag 1, V1R ag counter 5.6, OXTR potentiate -11, M1 ag parental 2.8, CHO-K1 Ca antag 2, M1 PAM parental 11, CHO parental Ca 11 and OXTR agonist 3.9.
`COc1ccccc1CCNC(=O)CCCn1nc(C)c2c(C)n(-c3ccc(C)cc3)nc2c1=O` gave GPR7 antag -2, TAAR1 antag -2, V1R ag counter -1.9, OXTR potentiate -7, M1 ag parental -0.9, CHO-K1 Ca antag -20, M1 PAM parental 9, CHO parental Ca -28 and OXTR agonist -3.0.
O=c1[nH]cc(S(=O)(=O)N2CCOCC2)c(=O)[nH]1 was read as TAAR1 antag -12, V1R ag counter 0.0, OXTR potentiate -7, M1 ag parental 1.4, CHO-K1 Ca antag -11, M1 PAM parental 24, CHO parental Ca -1 and OXTR agonist 0.3.
`O=C(CSc1nnc(-c2ccccc2F)n1C1CCCCC1)N1CCCC1` gave GPR7 antag -6, TAAR1 antag 8, V1R ag counter 1.1, OXTR potentiate -13, M1 ag parental 1.1, CHO-K1 Ca antag -9, M1 PAM parental 14, CHO parental Ca -12 and OXTR agonist -0.7.
For O=C(c1cn(-c2ccccc2)nc1-c1cccnc1)N1CCCC(C(F)(F)F)C1 (stereo not drawn) the results were TAAR1 antag 2, V1R ag counter -0.6, OXTR potentiate -1, M1 ag parental 0.4, CHO-K1 Ca antag 2, M1 PAM parental -17, CHO parental Ca -9 and OXTR agonist -1.2.
For COc1ccc(Cn2c(=O)[nH]c3cc(C(=O)NCCCN4CCCCC4)ccc3c2=O)cc1 the results were GPR7 antag -4, TAAR1 antag -7, V1R ag counter 0.9, OXTR potentiate -6, M1 ag parental 0.4, CHO-K1 Ca antag -6, M1 PAM parental 5, CHO parental Ca -4 and OXTR agonist 1.9.
For COc1ccc(-c2nn(-c3ccccc3)cc2C(=O)Nc2cccc(S(=O)(=O)NC3=NCCC3)c2)cc1 the results were TAAR1 antag 41, V1R ag counter -0.2, OXTR potentiate -4, M1 ag parental 5.5, CHO-K1 Ca antag -1, M1 PAM parental 3, CHO parental Ca -4 and OXTR agonist 1.5.
For O=C(Cc1ccccc1)Nc1ccnn1C1CCN(Cc2ccc(CO)o2)CC1 the results were GPR7 antag -14, TAAR1 antag 1, V1R ag counter -0.4, OXTR potentiate -11, M1 ag parental 0.1, CHO-K1 Ca antag -10, M1 PAM parental 19, CHO parental Ca -4 and OXTR agonist -0.4.
Screening CCOC(=O)c1c(C)[nH]c(C)c1-c1ccccc1OC returned GPR7 antag -13, TAAR1 antag -12, V1R ag counter -0.1, OXTR potentiate 3, M1 ag parental -0.3, CHO-K1 Ca antag -12, M1 PAM parental 18, CHO parental Ca -10 and OXTR agonist -1.0.
`COc1cccc(C(=O)C2CCCN(Cc3ccc(OC)c(Cn4cncn4)c3)C2)c1` (stereo not drawn) gave GPR7 antag -11, TAAR1 antag -7, V1R ag counter -1.3, OXTR potentiate -3, M1 ag parental 0.3, CHO-K1 Ca antag 0, M1 PAM parental -14, CHO parental Ca -16 and OXTR agonist -0.6.
For COc1ccc(-c2csc(NC(=O)CN3C(=O)C4CCCCC4C3=O)n2)c(OC)c1 (stereo not drawn) the results were TAAR1 antag 19, V1R ag counter 6.4, OXTR potentiate -10, M1 ag parental 2.2, CHO-K1 Ca antag -7, M1 PAM parental -1, CHO parental Ca -9 and OXTR agonist 5.2.
Screening COC(=O)c1c(NC(=O)CSc2nnc3ccccn23)sc2c1CCC2 returned GPR7 antag -1, TAAR1 antag 1, V1R ag counter 1.7, OXTR potentiate -5, M1 ag parental 1.2, CHO-K1 Ca antag -19, M1 PAM parental 23, CHO parental Ca -14 and OXTR agonist -1.5.
For COc1ccc(NC(=O)[C@H](CCS(C)(=O)=O)N2Cc3ccccc3C2=O)c(OC)c1 the results were GPR7 antag 0, TAAR1 antag 3, V1R ag counter -0.2, OXTR potentiate -8, M1 ag parental -0.1, CHO-K1 Ca antag 3, M1 PAM parental 0, CHO parental Ca -2 and OXTR agonist 0.1.
For C[C@@H]1C(c2ccc(F)cc2)=NN(c2ccc(Br)cc2)[C@H]1C(=O)N1CCOC1=O the results were TAAR1 antag 2, M1 ag parental -0.1, CHO-K1 Ca antag -9, M1 PAM parental 10 and CHO parental Ca -5.
`CC1=C(C(N)=O)C(c2ccc(Cl)cc2)NC(=O)N1` (stereo not drawn) gave GPR7 antag 0, TAAR1 antag -2, V1R ag counter 0.3, OXTR potentiate -4, M1 ag parental 0.4, CHO-K1 Ca antag -3, M1 PAM parental 19, CHO parental Ca 7 and OXTR agonist -0.3.
Screening COc1ccc(CNc2ccc([N+](=O)[O-])cn2)cc1 returned GPR7 antag 20, TAAR1 antag 3, V1R ag counter -0.7, OXTR potentiate -3, M1 ag parental 1.3, CHO-K1 Ca antag -13, M1 PAM parental -11, CHO parental Ca -7 and OXTR agonist -0.7.
Screening COc1ccc(-c2cnn3cc(-c4cccc(Cl)c4)cnc23)cc1 returned GPR7 antag -16, TAAR1 antag -9, V1R ag counter 0.1, OXTR potentiate -11, M1 ag parental 0.6, CHO-K1 Ca antag -12, M1 PAM parental -1, CHO parental Ca -1 and OXTR agonist 0.4.
Screening COc1ccccc1NC(=O)N(C)C[C@@H]1OCc2cn(nn2)CCCC(=O)N([C@H](C)CO)C[C@H]1C returned TAAR1 antag -12, M1 ag parental -0.1, CHO-K1 Ca antag 6 and M1 PAM parental -2.
For COc1cc2c(cc1OC)C(C)N(C(=O)[C@@H](NC(=O)c1ccccc1)C(C)C)CC2 (stereo partly drawn) the results were GPR7 antag -13, TAAR1 antag 13, V1R ag counter -1.1, OXTR potentiate 2, M1 ag parental 1.0, CHO-K1 Ca antag 1, M1 PAM parental -23, CHO parental Ca -25 and OXTR agonist -1.7.
Screening CC(C)CCn1c(CN2CCN(Cc3ccccc3)CC2)nc2c1c(=O)n(C)c(=O)n2C returned GPR7 antag -12, TAAR1 antag -3, V1R ag counter -1.1, OXTR potentiate 0, M1 ag parental 0.5, CHO-K1 Ca antag -2, M1 PAM parental 2, CHO parental Ca -26 and OXTR agonist -1.7.
Screening CN(c1ccc(OCC(=O)OCC(=O)NC2CCCC2)cc1)S(=O)(=O)c1ccc2ccccc2c1 returned GPR7 antag -7, TAAR1 antag 45, V1R ag counter 1.8, OXTR potentiate -17, M1 ag parental 2.6, CHO-K1 Ca antag -2, M1 PAM parental -6, CHO parental Ca -10 and OXTR agonist 2.1.
`CCn1cc(CNC(=S)Nc2cccc(Cl)c2C)cn1` gave GPR7 antag -1, TAAR1 antag 16, V1R ag counter 1.3, OXTR potentiate -8, M1 ag parental 1.0, CHO-K1 Ca antag -12, M1 PAM parental 10, CHO parental Ca -8 and OXTR agonist 0.9.
For CSc1cccc(NC(=S)N(C(C)C)C(C)c2ccccn2)c1 (stereo not drawn) the results were GPR7 antag -7, TAAR1 antag -20, V1R ag counter 0.8, OXTR potentiate -3, M1 ag parental 2.1, CHO-K1 Ca antag -3, M1 PAM parental 0, CHO parental Ca 2 and OXTR agonist 1.0.
For [O-][n+]1c2c(nn1-c1ccccc1)/C(=N/O)CCC2 the results were GPR7 antag -15, TAAR1 antag -3, V1R ag counter -0.1, OXTR potentiate -12, M1 ag parental -0.1, CHO-K1 Ca antag 10, M1 PAM parental 0, CHO parental Ca -7 and OXTR agonist 0.2.
CCOC(=O)C(CC(=O)O)=C(c1ccccc1)c1ccccc1 was read as GPR7 antag 8, TAAR1 antag 6, V1R ag counter 21*, OXTR potentiate -14, M1 ag parental 0.2, CHO-K1 Ca antag -3, M1 PAM parental 4, CHO parental Ca 8 and OXTR agonist 0.0.
For COc1cccc2cc(-c3nnc(SCC(=O)Nc4nc(C)cs4)n3C)oc12 the results were GPR7 antag 2, TAAR1 antag 29, V1R ag counter -0.7, OXTR potentiate -4, M1 ag parental 2.1, CHO-K1 Ca antag 16, M1 PAM parental -5, CHO parental Ca -13 and OXTR agonist -1.8.
`Cn1c(O)c(C=Nc2ccc(Br)cc2)sc1=O` gave GPR7 antag 1, TAAR1 antag 5, V1R ag counter -0.1, OXTR potentiate -12, M1 ag parental 0.4, CHO-K1 Ca antag -19, M1 PAM parental 10, CHO parental Ca -17 and OXTR agonist -1.5.
CCN(/N=C/c1cccs1)c1cc(=O)n(C)c(=O)[nH]1 was read as GPR7 antag -6, TAAR1 antag -17, V1R ag counter 0.3, OXTR potentiate 2, M1 ag parental 0.4, CHO-K1 Ca antag -18, M1 PAM parental 24, CHO parental Ca -10 and OXTR agonist -0.2.
For C[C@H]1CN(Cc2ccccc2)C(=O)[C@@H]1CC(=O)NCc1ccccc1 the results were GPR7 antag 4, TAAR1 antag 8, V1R ag counter 0.0, OXTR potentiate 2, M1 ag parental 1.3, CHO-K1 Ca antag -12, M1 PAM parental 19, CHO parental Ca -12 and OXTR agonist 1.6.

Quoted at random: two records from the list.
For C[C@@H]1C(c2ccc(F)cc2)=NN(c2ccc(Br)cc2)[C@H]1C(=O)N1CCOC1=O the results were TAAR1 antag 2, M1 ag parental -0.1, CHO-K1 Ca antag -9, M1 PAM parental 10 and CHO parental Ca -5.
Screening COc1ccc(CNc2ccc([N+](=O)[O-])cn2)cc1 returned GPR7 antag 20, TAAR1 antag 3, V1R ag counter -0.7, OXTR potentiate -3, M1 ag parental 1.3, CHO-K1 Ca antag -13, M1 PAM parental -11, CHO parental Ca -7 and OXTR agonist -0.7.
